# IL1B secr inh = inhibitors of inflammasome signaling (IL-1 beta secretion); hit rate 4.7% among 360,000; THP-1 LPS/ATP IL-1B secretion, AlphaLISA, 16 h; hits give low values; activity change, % at 57.5 µM; in the data active means activity change below about -50%; inconclusive means mostly about -30% to -49%; further: on the % scale 0 is the no-effect control and ±100 the full control effect
#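 Secreted IL-1B measured by AlphaLISA bead assay after 16 h compound exposure of THP-1 cells; compounds (final up to 57.5 uM) added 1 h before LPS (250 ng/mL) and ATP (1.25 mM) stimulation; lower signal means less secretion.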
# KB-3-1 cytotox = kills parental KB-3-1 adenocarcinoma cells | KB-3-1 viability, CellTiter-Glo ATP luminescence, 72 h | Potency, µM (titrated, usually from 46.1 µM), for the others: at the highest dose activity change, negative = cytotoxic, most hits filed as cytotoxic | hit rate 1.4% among 400,000 | AID 1347075; further: potency means the concentration at half of the fitted maximal effect; on the % scale 0 is the no-effect control and ±100 the full control effect; nearly all actives have a fitted effect of over 60% in size
#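 Multi-concentration cytotoxicity screen in KB-3-1 cells grown in DMEM lacking phenol red with 10% FBS. After 72 h at 37 °C with compound, ATP-dependent luminescence was recorded.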
# D3 antag = blocks the human D3 dopamine receptor; D3R cells, DiscoveRx beta-arrestin luminescence, antagonist mode; hits give low values; max response, negative = inhibition, %; hit rate 2.5% among 360,000; in the data active means max response below about -50%; inconclusive means no clear call, values can overlap the other calls; further: on the % scale 0 is the no-effect control and ±100 the full control effect; mostly tested at two doses, the higher about 12 µM
# Target sequence (P35462 whole entry, looked up): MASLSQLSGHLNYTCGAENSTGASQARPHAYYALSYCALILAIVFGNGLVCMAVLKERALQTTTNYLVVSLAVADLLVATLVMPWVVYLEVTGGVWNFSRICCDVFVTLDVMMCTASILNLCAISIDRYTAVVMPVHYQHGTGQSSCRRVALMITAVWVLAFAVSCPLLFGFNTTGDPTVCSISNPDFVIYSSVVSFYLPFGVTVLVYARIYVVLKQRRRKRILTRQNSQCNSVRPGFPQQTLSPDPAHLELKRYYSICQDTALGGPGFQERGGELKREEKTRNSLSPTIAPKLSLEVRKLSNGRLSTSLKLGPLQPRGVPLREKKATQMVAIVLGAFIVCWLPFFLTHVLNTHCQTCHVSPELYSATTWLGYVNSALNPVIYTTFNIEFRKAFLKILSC
#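 Cells expressing the human receptor were seeded at 1500 cells/well, incubated overnight at 37 degrees C in 5% CO2, then exposed to library compounds with dopamine controls for 90 minutes at 37 degrees C before luminescent detection.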
# DRD3 agonist = agonists of human D3 dopamine receptor; hit rate 0.58% among 410,000; D3R DiscoveRx beta-arrestin cells, luminescence, 90 min; AID 652048; P35462; max activation, %; in the data active means max activation above about 30%; further: 0% is about no effect; mostly tested at two doses, the higher about 12 µM
#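 Cells at 1500/well, incubated overnight, then treated with pinned compounds (dopamine as control) for 90 min at 37 degrees C. DiscoveRx reagent added for 30 - 60 minutes at room temperature; luminescence read.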
# KB-V1 cytotox = KB-V1 MDR subline cytotoxicity; Potency, µM (highest dose often 46.1 µM), without a hit: at the top dose activity change, negative = cytotoxicity, usual class: cytotoxic; KB-V1 MDR cells viability, CellTiter-Glo, 72 h; hit rate 3.4% among 400,000; further: potency means the concentration at half of the fitted maximal effect; on the % scale 0 is the no-effect control and ±100 the full control effect; nearly all actives have a fitted effect of over 60% in size
#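 KB-V1, DMEM (no phenol red) + 10% FBS; cpd pin-transferred, titration series; 72 h, 37 degrees C; CellTiter-Glo, luminescence. Data normalized, curve-fit.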
# SW480 rerep = inducers of DNA re-replication in SW480 colon cancer cells; SW480 DNA re-replication, Hoechst DNA content imaging, 48 h; Potency, µM (titrated, usually from 46.1 µM), inactives show at the top dose re-replication activation, most hits filed as activators; hit rate 1.8% among 340,000; further: potency means the concentration at half of the fitted maximal effect; % of control where 0% means no effect; nearly all actives have a fitted effect of over 55% in size
#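 SW480 cells exposed to compounds for 48 hr at 37 C, 5% CO2, then Hoechst-stained 40 min. Nuclear DNA content imaged by fluorescence scanning (405 nm excitation, 500-530 nm emission); re-replication scored as increased high-intensity nuclei.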
# GLP1R ag = GLP-1 receptor (human) agonism; P43220; HEK293 GLP-1R CRE-luciferase, luminescence, 4-6 h; cells express a hypersensitive GLP-1R form; Potency, µM (highest dose often 45.6 µM), for the others: at the top dose activation, usual class: activators; hit rate 0.007% among 380,000; AID 624172; further: potency means the concentration at half of the fitted maximal effect; % of control where 0% means no effect
# Target sequence (P43220 whole entry, looked up): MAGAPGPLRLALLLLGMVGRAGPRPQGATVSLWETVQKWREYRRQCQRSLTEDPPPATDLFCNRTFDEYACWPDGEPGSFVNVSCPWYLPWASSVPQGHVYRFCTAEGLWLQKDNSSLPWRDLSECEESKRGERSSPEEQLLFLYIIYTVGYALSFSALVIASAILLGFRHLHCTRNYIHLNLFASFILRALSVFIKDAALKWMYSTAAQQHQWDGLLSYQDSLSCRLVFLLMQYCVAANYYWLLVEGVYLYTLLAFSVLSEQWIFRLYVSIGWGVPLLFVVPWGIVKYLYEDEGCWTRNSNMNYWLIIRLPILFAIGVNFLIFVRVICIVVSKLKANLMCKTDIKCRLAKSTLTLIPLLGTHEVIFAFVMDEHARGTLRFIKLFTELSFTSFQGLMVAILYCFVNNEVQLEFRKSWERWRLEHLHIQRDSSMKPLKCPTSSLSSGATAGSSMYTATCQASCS
# HT1080 IDH1KD tx = toxicity to HT-1080 IDH1 knockdown cells (counter line); HT-1080 IDH1 knockdown viability, ATP luminescence, 48 h; Potency, µM (highest dose often 46.1 µM), for inactives: at the highest dose activity, negative = toxicity, usual class: cytotoxic; hit rate 2% among 360,000;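 further: potency means the concentration at half of the fitted maximal effect; 0% = DMSO wells and -100% = cell-free medium wells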
#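 IDH1KD HT-1080 cells, 750/well, RPMI + 5% FBS; compound pinned after 2 h settling; 48 h, 37 °C; CellTiter-Glo luminescence; % activity normalised to DMSO and no-cell wells; curves fitted, classed by r2 and efficacy.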
# HT1080NT lethal = kills 2HG-producing HT-1080-NT fibrosarcoma cells; HT-1080-NT fibrosarcoma viability, CellTiter-Glo ATP luminescence, 48 h; Potency, µM (doses to about 46.1 µM), for inactives: at the top dose activity, negative = less viability, actives largely listed as cytotoxic; hit rate 1.6% among 360,000; AID 686970;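 further: NT is the 2HG producing partner of a matched IDH1 knockdown line; potency means the concentration at half of the fitted maximal effect; 0% = DMSO-treated cells and -100% = media-only wells without cells; nearly all actives have a fitted effect of over 55% in size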
#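 Viability of the 2HG-overproducing fibrosarcoma line after 48 hours of compound exposure at 37 degrees C was determined by luminescence with CellTiter-Glo, and concentration-effect curves were then fitted and categorized.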
# * = called active by the depositor; i = inactive; ? = inconclusive; / = not tested or not shown; & = joins results of further samples; ! = a repeat was not active; [ ] = dose if it differs, or a comment. Unless noted, the call rests on the fitted dose curve; in most records, active means well fitted curve in the direction sought with a large enough effect; inconclusive means small, poorly fitted or top-dose-only effect, or another doubt; inactive means no such curve, though single readings can be large; an effect the other way counts as inactive or inconclusive.
SMILES,IL1B secr inh,KB-3-1 cytotox,D3 antag,DRD3 agonist,KB-V1 cytotox,SW480 rerep,GLP1R ag,HT1080 IDH1KD tx,HT1080NT lethal
Cc1cc(NS(=O)(=O)c2ccc(NC(=O)CCSc3ccc(F)cc3)cc2)nc(C)n1,62,7%,11,-18,6%,3%,-2%,11%,?
c1nc(NCCN2CCOCC2)c2sc3nc(N4CCOCC4)c4c(c3c2n1)CCC4,-28,16%,?,-4,?,-10%,10%,2%,-1%
Cc1noc(C)c1S(=O)(=O)N(C)C[C@H]1Oc2c(NC(=O)NC3CCCCC3)cccc2C(=O)N([C@H](C)CO)C[C@@H]1C,-7,7%,27,26,28%,3%,0%,6%,3%
Cc1cc(C)n(-c2ccc(C(=O)NCC(c3ccco3)N3CCCC3)cc2)n1 (centres undefined),21,4%,7,-15,-4%,?,-2%,-2%,-6%[9.24 µM]
Cc1ccc(C(=O)Nc2ccc(N3CCOCC3)c3nonc23)cc1[N+](=O)[O-],22,8%,3,11,-4%,5%,27%,-13%,-18%
O=C(CCCCCN1C(=O)c2cccc3cccc(c23)C1=O)NCCCO,-7,0%,?,-4,26%,-37%[inhibitor],4%,-1%,3%
Cc1nc(SCC(=O)N2CCCc3ccccc32)c2oc3ccccc3c2n1,-8,0%,15,34*,21µM*,16µM*,-3%,8%,-2%
COc1ccc2c(c1OC)C(=O)N(c1ncn[nH]1)C2,34,6%,-14,3,21%,3%,9%,8%,4%
NC(=S)Nc1cccc2[nH]ccc12,17,0%,34,0,29%,-13%,-1%,5%,9%
COc1cccc(CNC(=O)CCS(=O)(=O)c2ccc3c(c2)CC(C)N3C(=O)C2CC2)c1 (centres undefined),-8,21%,6,6&9,?,-10%,5%,5%,0%
O=C(NC(Cc1ccccc1)c1nc2ccccc2[nH]1)c1cccc([N+](=O)[O-])c1 (centres undefined),-15,-2%,-13,-23,?,-76%[inhibitor],18%,-15%,-8%
N#Cc1c(-c2cccs2)cc(-c2ccccn2)nc1N,-11,-25%,48,5,?,?,9%,?,?

# Whole records, looked up by structure. Order of values: IL1B secr inh | KB-3-1 cytotox | D3 antag | DRD3 agonist | KB-V1 cytotox | SW480 rerep | GLP1R ag | HT1080 IDH1KD tx | HT1080NT lethal
# Record of `NC(=S)Nc1cccc2[nH]ccc12` = 17 | 0% | 34 | 0 | 29% | -13% | -1% | 5% | 9%
# Record of `c1nc(NCCN2CCOCC2)c2sc3nc(N4CCOCC4)c4c(c3c2n1)CCC4` = -28 | 16% | ? | -4 | ? | -10% | 10% | 2% | -1%

# (list continues)
SMILES,IL1B secr inh,KB-3-1 cytotox,D3 antag,DRD3 agonist,KB-V1 cytotox,SW480 rerep,GLP1R ag,HT1080 IDH1KD tx,HT1080NT lethal
COC(=O)c1sccc1NC(=S)N1CCN(c2cccc(C)c2C)CC1,19,?,0,-5,?,?,-3%,-8%,-20%
CC(=O)OC1COC(n2ccc3cc([N+](=O)[O-])ccc32)C(OC(C)=O)C1OC(C)=O (centres undefined),2,-5%,-2,-2,-5%,-2%[9.22 µM],1%,-9%,-8%
CC(C)(C)c1ccc(-c2cnco2)cc1,42,4%,27,-5,?,-22%,-1%,12%,14%
Cc1[nH]n(-c2ccccc2)c(=O)c1N=Nc1cccc(S(=O)(=O)N2CCOCC2)c1,-6,-15%,-12,5,?,-11%,-6%,2%,-1%
Cc1ccc(C)c(N=C2NC(=O)CS2)c1,13,-1%,-2,1,8%,-4%,-5%,18%,16%
Cc1ccc(C)c(OC(=O)CN2C(=O)c3ccccc3C2=O)c1,1,-8%,?,-7,6%,-72%[inhibitor],6%,18%,3%
Cc1ccc(C(=O)c2ccc(N3CCN(C)CC3)c([N+](=O)[O-])c2)cc1,?,-8%,-24,1,-2%,-5%,-4%,-8%,-12%
CC(C)CCn1c(SC(C)C(=O)NC2CC2)nc2ccccc2c1=O (centres undefined),2,-4%,22,7,-20%,-3%,0%,12%,17%
Cc1ccc2cc(CN(c3ccccc3C)S(=O)(=O)c3ccccc3)c(=O)[nH]c2c1,21,?,-20,2,?,21µM*,-4%,-5%,-3%
CCCCC(CC)C(=O)Nc1ccc(Cl)cn1 (centres undefined),24,8%,-20,2,10%,1%,-9%,2%,5%
CCOCCCNC(=O)Cc1ccc(Br)cc1,24,9%,-13,-3,-11%,-7%,16%,26%,9%
Cc1[nH]c2ccccc2c1C(=O)C(=O)NC1CC(=O)N(c2ccc(F)cc2)C1 (centres undefined),4,56%,?,-2,-8%,-6%,-14%,-10%,-4%
Cc1ccc(S(=O)(=O)N(C)CC(=O)OCC(=O)Nc2ccccc2)cc1,0,2%,-8,2,-2%,1%,-3%,?,-3%
O=C1NC[C@@H](CCCCN2C[C@H](Cc3ccccc3)N(CCc3ccccc3)C(=O)C2=O)N(CCc2ccccc2)C1=O,-19,22%,-24,-11,-5%,/,-7%,?,2%
CCN(CC)C(=O)c1c[nH]c2ccc(S(=O)(=O)Nc3cc(C)cc(C)c3)cc2c1=O,?,-4%,-24,-1,4%,0%,-8%,-6%,-6%
O=[N+]([O-])c1cccc(C=NN=C2c3ccccc3-c3ccccc32)c1,11,-20%,10,6,21µM*,-2%,0%,14%,-2%
COc1cccc(-c2cnc3c(NC(C)=O)cc(-c4cccc(C(=O)NCCO)c4)cn23)c1,-10,0%,-23,-21,-1%,/,-6%,-22%,-14%
Cc1cc2cc(C=C(C#N)C#N)c(Cl)nc2cc1C,-100*,5%,-13,13,-24%,?,11%,?,-21%
CCOC(=O)c1cc(C)sc1N1C(=O)C2C3C=CC(C3)C2C1=O (centres undefined),3,1%,9,1,-11%,-7%,5%,2%,1%
CC(=O)N/N=C(/C)c1ccc(NC(=O)c2csc(C)c2C)cc1,-28,26%,-23,-6,2%,0%,-6%,16%,1%
COc1ccc(NC(=O)CSc2nc(C(C)C)nc3c2c(=O)n(C)c(=O)n3C)c(OC)c1,20,2%,27,6,-10%,-4%,1%,25%,13%
CCOc1ccccc1CNCCNCC(C)O (centres undefined),-2,-1%,-26,-12,3%,-1%,-4%,1%,0%
COc1ccc(-c2nc(C)c(CCNC(=O)Cc3ccc(F)cc3)s2)cc1OC,/,3%,/,8,?,/,20%,/,/
CCn1c(SCC(=O)N2CCCC2)nc2c(c1=O)SCC2,17,12%,15,5,-18%,?,1%,3%,-13%
O=C1CC(N2CCOCC2)C(=O)N1c1ccc2c(c1)OCO2 (centres undefined),24,0%,0,3,0%,1%,-1%,8%,15%
COc1ccc(NC(=O)CC(C)c2ccccc2)cc1S(=O)(=O)N1CCOCC1 (centres undefined),16,-4%,6,4,-22%,-2%,4%,14%,-1%
COc1ccc2c(c1)[nH]c1c(=O)n(CCN3CCOCC3)cnc12,21,-13%,7,-11,-2%,?,5%,-1%,22%
COc1ccc(OCC(O)COc2ccc(OC)cc2)cc1,-14,0%,42,5,1%,-7%,?,0%,-4%
O=C(NCC(c1ccco1)N1CCCC1)c1cccc(NS(=O)(=O)c2ccccc2)c1 (centres undefined),11,5%,-23,-9,9%,1%,9%,0%,4%
O=C(c1ccc(Cl)cc1)C1CCCN(Cc2ccc(Oc3ncccn3)cc2)C1 (centres undefined),-3,0%,?,-14,-2%,?,9%,-1%,-3%
NS(=O)(=O)c1cc(C(=O)OCC(=O)Nc2ccc3c(c2)OCO3)ccc1Cl,-6,11%,10,2,22%,-3%,-4%,11%,1%
COC(=O)c1cccc(NC(=O)C2COc3ccccc3O2)c1C (centres undefined),14,11%,0,5,-18%,-5%,5%,27%,10%
COc1ccc(OCc2nc(-c3ccc(F)c(F)c3)cs2)cc1,-16,-5%,6,26,24%,6%,0%,-5%,-2%
COc1ccc(N(CC(O)Cn2c(C)nc3ccccc32)S(=O)(=O)c2ccc(C)cc2)cc1 (centres undefined),18,-15%,-6,-1,1%,1%,2%,-1%,-3%
COc1ccc(CNC(=O)Cc2nn(C)c(=O)c3ccccc23)cc1,2,?,90,-2,-17%,-5%,15%,-20%,-9%
O=C(c1ccccc1)c1ccc(OCC(O)CNCc2cccc(Cl)c2)cc1 (centres undefined),-82*,-7%,2,6,-3%,-3%,0%,?,?
CC(C)(C)C(=O)c1c(N)[nH]c(C(=O)c2ccccc2)c1-c1ccc(C(F)(F)F)cc1,2,-13%,0,-8,-7%,/,-2%,-15%,2%
CNC(=O)CSc1nnc(NC(=O)C2CC(=O)N(c3ccccc3OC)C2)s1 (centres undefined),i,-3%,1,1,-1%,-33%[inhibitor],3%,-10%,2%
O=C(COc1ccccc1Br)NCCc1nc2ccccc2[nH]1,12,26%&32%,5,13,15µM*!,-3%,22%,7%,4%
NS(=O)(=O)c1ccc(NC(=O)Nc2ccc(Cl)cc2)cc1,-17,-1%,0,-8,0%,23%,13%,-5%,-6%
N=C1C(c2nc(-c3ccc(F)cc3)cs2)=C(O)CN1Cc1ccc(Cl)cc1,-6,1%,-24,-9,-8%,1%,-5%,?,?
COc1ccccc1N(C)S(=O)(=O)c1ccc(Cl)c(C(=O)OCc2c(C)noc2C)c1,?,-15%,4,-2,-15%,?,17%,-2%,0%
O=C(C[n+]1ccc2c(c1)nnn2-c1ccccc1)c1ccc(Cl)cc1,-57*,-16%,-54*,-42,6%,-2%,1%,-1%,-15%
CN1CCN(c2ccc(NC(=O)c3cc([N+](=O)[O-])ccc3N3CCOCC3)cc2)CC1,74,-7%,-10,-6,-16%,-17%,-19%,-10%,-16%
COc1cc(NC(=O)Cc2ccc(OC)c(S(=O)(=O)N3CCOCC3)c2)c(OC)cc1Cl,19,-6%,12,-4,-14%,?,14%,-3%,-2%
Cc1ccccc1C(=O)OC1OC(=O)C(Cl)=C1Nc1ccccc1 (centres undefined),-18,6%,-14,-4,-9%,26%,18%,?,-4%
